POLH inh – DNA polymerase eta (human) inhibition. Q9Y253. recombinant Pol eta, fluorescent DNA replication assay. Potency, µM (series often up to 114 µM), inactives show at the highest dose activity change, negative = inhibition, actives largely listed as inhibitors. 1.2% of 390,000 active. AID 588591; note: % is set by controls: 0 for no effect and ±100 for the full control effect
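Fluorescent replication assay: 50 nM final substrate added after a 15 min room-temperature compound preincubation with 10 nM enzyme. Signal taken at 0 min and again at 10 min.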
APE1 inh – APE1 (human) endonuclease inhibition; 0.35% of 350,000 active; Potency, µM (series often up to 65.8 µM), for the others: at the highest dose activity change, negative = inhibition, most hits filed as inhibitors; recombinant APE1, TAMRA/BHQ-2 abasic DNA cleavage fluorescence; P27695;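 note: plate controls were vehicle for no effect and reference inhibitor for full effect; nearly all actives have a fitted effect of over 55% in size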
Target sequence (P27695 whole entry, looked up): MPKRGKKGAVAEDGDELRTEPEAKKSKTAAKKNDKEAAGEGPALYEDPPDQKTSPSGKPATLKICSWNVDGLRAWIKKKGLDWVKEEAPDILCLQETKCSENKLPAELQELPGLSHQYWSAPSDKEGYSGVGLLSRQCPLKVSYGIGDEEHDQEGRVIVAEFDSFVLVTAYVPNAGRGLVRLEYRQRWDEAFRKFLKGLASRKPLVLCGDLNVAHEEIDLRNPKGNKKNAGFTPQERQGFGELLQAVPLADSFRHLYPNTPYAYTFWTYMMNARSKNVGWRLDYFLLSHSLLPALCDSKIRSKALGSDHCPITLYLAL
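Measures dequenching upon AP-site incision of a 5'-TAMRA/3'-BHQ-2 THF-containing duplex, 50 nM; human APE1 0.75 nM after 15 min room-temperature exposure to compound; kinetic three-point read at one-minute spacing.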
BLM inh – blocks DNA unwinding by human BLM helicase. AID 2528. Potency, µM (series often up to 56.1 µM), inactives show top-dose activity change, negative = inhibition, actives largely listed as inhibitors. recombinant BLM DNA unwinding, fluorescence dequenching. 0.2% of 350,000 active;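 note: plate controls were vehicle for no effect and no enzyme for full effect; nearly all actives have a fitted effect of over 35% in size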
POLB inh – blocks human DNA polymerase beta activity; Pol beta primer extension/strand displacement, fluorescence kinetic; 1.3% of 340,000 active; P06746; AID 485314; Potency, µM (series often up to 114 µM), without a hit: at the highest dose activity change, negative = inhibition, usual class: inhibitors; note: % is set by controls: 0 for no effect and ±100 for the full control effect
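Curves were derived by four-parameter Hill fits of normalized qHTS data. The kinetic fluorescent primer-extension read was taken at 0 and 10 min after 50 nM substrate, following a 15 min room-temperature preincubation of 10 nM enzyme with compounds.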
POLI inh – inhibitors of human DNA polymerase iota; Pol iota fluorescent replication assay, 10 min; Q9UNA4; Potency, µM (titrated, usually from 115 µM), without a hit: top-dose activity, negative = inhibition, usual class: inhibitors; 1% of 390,000 active; AID 588590
Target sequence (Q9UNA4 whole entry, looked up): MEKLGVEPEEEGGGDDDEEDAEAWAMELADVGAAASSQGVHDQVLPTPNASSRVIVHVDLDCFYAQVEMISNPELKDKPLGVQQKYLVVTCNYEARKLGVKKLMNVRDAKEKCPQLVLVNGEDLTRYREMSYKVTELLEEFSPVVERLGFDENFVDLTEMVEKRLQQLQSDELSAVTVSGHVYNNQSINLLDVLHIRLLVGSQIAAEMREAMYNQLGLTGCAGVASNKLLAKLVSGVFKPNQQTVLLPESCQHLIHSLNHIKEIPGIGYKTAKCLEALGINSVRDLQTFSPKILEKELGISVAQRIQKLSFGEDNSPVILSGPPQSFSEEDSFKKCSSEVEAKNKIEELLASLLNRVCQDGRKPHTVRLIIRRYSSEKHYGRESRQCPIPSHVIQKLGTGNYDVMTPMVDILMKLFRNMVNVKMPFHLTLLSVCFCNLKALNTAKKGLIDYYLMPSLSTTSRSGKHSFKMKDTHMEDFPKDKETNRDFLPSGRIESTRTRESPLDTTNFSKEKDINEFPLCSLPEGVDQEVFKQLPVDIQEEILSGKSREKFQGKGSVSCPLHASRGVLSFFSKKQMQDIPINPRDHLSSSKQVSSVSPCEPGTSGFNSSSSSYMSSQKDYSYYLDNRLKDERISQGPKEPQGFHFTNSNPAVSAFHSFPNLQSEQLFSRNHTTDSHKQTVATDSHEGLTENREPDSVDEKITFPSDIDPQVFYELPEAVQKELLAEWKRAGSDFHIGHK
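Fluorescent replication assay read twice, at 0 min and 10 min after adding 50 nM (final) substrate. Enzyme (10 nM) and compounds were first incubated 15 min at room temperature; enzyme-free buffer wells were negative controls.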
Apoferritin bind – binds horse apoferritin like a general anesthetic. AID 485281. Potency, µM (highest dose often 77.5 µM), for the others: at the top dose activity change, negative = displacement, most hits filed as inhibitors. P02791. apoferritin/1-aminoanthracene competitive binding, fluorescence. 0.074% of 350,000 active; note: % is set by controls: 0 for no effect and ±100 for the full control effect; nearly all actives have a fitted effect of over 20% in size
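In PBS, apoferritin at 10 uM is loaded with 1-AMA from a 50% saturated solution. After 10 min of compound exposure at ambient temperature, reduced 535 nm fluorescence indicates probe displacement.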
G9a block – blocks human histone lysine methyltransferase G9a; Potency, µM (titrated, usually from 102 µM), for the others: top-dose activity, negative = inhibition, usual class: inhibitors; Q96KQ7; AID 504332; 8.8% of 350,000 active; G9a H3K9 monomethylation, AlphaScreen, 2 h; note: % is set by controls: 0 for no effect and ±100 for the full control effect; nearly all actives have a fitted effect of over 75% in size
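Step 1: enzyme (final 20 nM) with compound, 15 min RT. Step 2: substrate peptide 500 nM and SAM 20 uM, 2 h RT. Step 3: anti-H3K9me1 antibody and AlphaScreen beads, 10 min, then plate read.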
Pol kappa inh – blocks human DNA polymerase kappa activity. Q9UBT6. 0.53% of 400,000 active. purified Pol kappa, fluorescent DNA synthesis assay, 10 min. Potency, µM (top dose mostly 107 µM), inactives show top-dose activity, negative = inhibition, usual class: inhibitors; note: % is set by controls: 0 for no effect and ±100 for the full control effect
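Kinetic fluorescence readout at 0 and 10 min followed reaction start with substrate at 50 nM final. Beforehand, enzyme (10 nM Pol kappa) stood 15 min with compound at room temperature; buffer-only wells were negative controls.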
BAZ2B inh – blocks human BAZ2B; Q9UIF8; AlphaScreen BAZ2B-H3K14Ac peptide displacement; Potency, µM (doses to about 114 µM), without a hit: top-dose activity change, negative = inhibition, hits mostly inhibitors; 4.4% of 360,000 active; AID 504333; note: % is set by controls: 0 for no effect and ±100 for the full control effect; nearly all actives have a fitted effect of over 60% in size
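In this displacement format the biotinylated H3(5-23) peptide acetylated at Lys14 serves as ligand at 50 nM, with BAZ2B at 50 nM in PBS pH 7.4 containing 0.01% Tween-20. Donor and acceptor beads are 10 ug/mL final.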
* = called active by the depositor; ? = inconclusive; / = no result given; [ ] = remark or other dose. Calls come from the whole dose curve; as a rule, active = well fitted curve in the direction sought with a large enough effect; inconclusive = small, poorly fitted or top-dose-only effect, or another doubt; inactive = no such curve, though single readings can be large; an effect the other way counts as inactive or inconclusive. Potency is the fitted concentration of half-maximal effect. This is a subset; rates above refer to the full screens.

Keys – A = POLH inh; B = APE1 inh; C = BLM inh; D = POLB inh; E = POLI inh; F = Apoferritin bind; G = G9a block; H = Pol kappa inh; I = BAZ2B inh
Cc1cc(C)c(NC(=O)C(C)Sc2nc3ccc(N4C(=O)c5ccccc5C4=O)cc3s2)c(C)c1 (stereo not drawn)
  A: 8%	B: 9%	C: -2%	D: 4%	E: 6%	F: 7%	G: -8%[59 µM]	H: -6%	I: -3%

COc1ccccc1NS(=O)(=O)c1ccc2oc(SCc3ccc(F)cc3)nc2c1
  A: -9%	B: 1%	C: -9%	D: 23%	E: 16%	F: 48%[activator]	G: 8%[59 µM]	H: -13%	I: 6%

CCOc1cc(C(=O)OCc2cc(=O)n3c(C)csc3n2)ccc1OC
  A: -14%	B: 5%	C: /	D: /	E: 11%	F: /	G: /	H: 5%	I: /

COc1ccc(CC(=O)Nc2c3c(nn2-c2ccccc2C)CS(=O)C3)cc1 (stereo not drawn)
  A: 5%	B: 0%	C: -6%	D: 12%	E: 4%[58.9 µM]	F: -1%	G: ?	H: -9%	I: 4%

COC(=O)C1=C(C)NC(C)=C(C(=O)OC)C1C(=O)OCc1nnc(-c2ccccc2)o1
  A: -19%	B: -4%	C: /	D: /	E: 14%	F: /	G: -14%	H: -3%	I: -2%

CC1(C(=O)N(Cc2ccccc2)Cc2ccccc2)CC1(Br)Br (stereo not drawn)
  A: -16%	B: -4%	C: 0%	D: 1%	E: 12%	F: -17%	G: 35%[59 µM]	H: -14%	I: 6%

Cc1c(NC(=S)NC(=O)Cc2ccccc2)cccc1C(=O)O
  A: -5%	B: -2%	C: -3%	D: 18%	E: -5%	F: -7%	G: ?	H: -10%	I: 2%

Cc1ccc(Cl)cc1NC(=O)COC(=O)c1ccc(COc2ccc3c(C)cc(=O)oc3c2)cc1
  A: /	B: ?	C: -8%	D: -12%	E: /	F: -8%	G: ?	H: /	I: 8%

O=C(Nc1ccccc1)c1nnn(Cc2ccccc2)c1NC(=O)C(F)(F)F
  A: -1%	B: ?	C: -3%	D: 15%	E: 11%	F: -20%	G: -41%	H: -10%	I: ?

Cc1ccccc1-n1nnnc1SCC(=O)NNC(=O)c1ccc(NC(=O)CC#N)cc1
  A: -8%	B: 19%	C: /	D: /	E: -23%	F: /	G: 11%[12.7 µM]	H: -6%	I: 3%

CSc1ncc(C(=O)O)c(C)n1
  A: 11%	B: 3%	C: 0%	D: 12%	E: 6%	F: -9%	G: 57%[activator][59 µM]	H: 11%	I: -32%

COc1cccc(C(=O)Nc2ccc(C(=O)NCC(C)C)cc2)c1
  A: -20%	B: 11%	C: 1%	D: -1%	E: 47%[activator]	F: -17%	G: -28%	H: 6%	I: -12%

Cc1cc(C)nc(Sc2ccc(/C=C(\C#N)C(=O)Nc3ccccc3)o2)n1
  A: -12%	B: 5%	C: -19%	D: 2%	E: ?	F: ?	G: -2%[12.7 µM]	H: -5%	I: -9%

CC(C)CC(=O)NC1CC(=O)N(c2ccc3c(c2)OCCO3)C1 (stereo not drawn)
  A: -5%	B: /	C: 0%	D: -8%	E: -1%	F: -8%	G: -2%[59 µM]	H: -8%[60.1 µM]	I: -8%

CC(C)c1ccc(NC(=O)c2ccccc2NC(=O)C2CCCCC2C(=O)O)cc1 (stereo not drawn)
  A: -2%	B: -13%	C: -2%	D: 10%	E: -9%	F: -19%	G: /	H: -7%	I: 18%

COc1ccc2c(CC(=O)OCC(=O)Nc3cc(C)c(C)cc3[N+](=O)[O-])coc2c1
  A: -7%	B: -5%	C: -6%	D: 26%	E: 12%	F: ?	G: 20µM*	H: -21%	I: ?

Cn1cnnc1SCC(=O)Nc1ccc2nc(SCc3cccc4ccccc34)sc2c1
  A: -13%	B: -2%	C: -2%	D: 3%	E: -9%	F: -4%	G: -6%	H: -4%	I: -7%

CC1(C)CC(=O)C=C(OC(=O)c2ccc(Cl)cc2)C1
  A: 10%	B: -1%	C: -1%	D: 1%	E: 0%	F: -3%	G: -35%[12.7 µM]	H: -10%	I: 3%

CCOC(=O)c1oc2nc3c(cc2c1N)COC(C)(C)C3
  A: 4%	B: -3%	C: -1%	D: 43%	E: 5%	F: 5%	G: ?	H: 2%	I: 7%

CCOC(=O)c1c(NC(NC(=O)C(C)C)C(Cl)(Cl)Cl)sc2c1CCC2 (stereo not drawn)
  A: -7%	B: 3%	C: -10%	D: 16%	E: 7%	F: -18%	G: -24%	H: -13%	I: -8%

CC(NC(=O)CSc1nc2ccccc2c(=O)[nH]1)c1ccccc1 (stereo not drawn)
  A: 4%	B: -2%	C: 6%	D: 2%	E: 32%[activator]	F: 0%	G: ?	H: -13%	I: -4%

COC(=O)c1cc(NC2c3ccccc3C(=O)N2CCN2CCOCC2)cc(C(=O)OC)c1 (stereo not drawn)
  A: -1%	B: -3%	C: 3%	D: 1%	E: -14%	F: -4%	G: ?	H: 7%	I: 5%

COc1cc(OC)cc(-n2nnnc2SCC(=O)N2CCCC2)c1
  A: -12%	B: 4%	C: 0%	D: 16%	E: -8%	F: -8%	G: 21%[12.7 µM]	H: -6%	I: 7%

O=C(c1cc(-c2ccccc2)nc2ccccc12)N1CCN(c2ccccc2O)CC1
  A: -25%	B: -8%	C: -7%	D: 14%	E: 59%[activator]	F: -5%	G: /	H: 0%	I: -39%

COc1ccc(N2CCN(C(=O)c3cc4c(s3)-c3ccccc3S(=O)(=O)C4)CC2)cc1
  A: -9%	B: -2%	C: 1%	D: -12%	E: 28%	F: 1%	G: -49%	H: 9%	I: -34%

Keys – A = POLH inh; B = APE1 inh; C = BLM inh; D = POLB inh; E = POLI inh; F = Apoferritin bind; G = G9a block; H = Pol kappa inh; I = BAZ2B inh
O=C(NCCCN1CCN(c2ccccc2F)CC1)c1ccc2nc(CCc3ccccc3)oc2c1
  A: -19%	B: /	C: -10%	D: -2%	E: -15%	F: -13%	G: -44%[59 µM]	H: -8%[60.1 µM]	I: ?

CCOC(=O)N1CCC(NC(=O)c2cnn(-c3cccc(C)c3)c2-n2cccc2)CC1
  A: -8%	B: /	C: -2%	D: 22%	E: -8%	F: -17%	G: 8%[59 µM]	H: 0%	I: 0%

Cc1cc(-c2nnc(SCC(=O)Nc3ccccc3Cl)n2C)no1
  A: -18%	B: 3%	C: -7%	D: 23%	E: 58%[activator]	F: 2%	G: 20%[59 µM]	H: 2%	I: -3%

CCC(C)NC(=O)CSc1n[nH]c(-c2cc(Cl)ccc2OC)n1 (stereo not drawn)
  A: -14%	B: 14%	C: -8%	D: ?	E: 97%[activator]	F: -6%	G: 6%	H: -7%	I: 8%

O=C(COc1ccc(Cl)cc1)Nc1nnc(C2=COCCO2)o1
  A: -1%	B: 2%	C: -6%	D: 15%	E: 15%	F: -3%	G: 7%	H: -11%	I: 20µM*

CCc1nc2cc([N+](=O)[O-])c([N+](=O)[O-])cc2[nH]1
  A: -22%	B: 3%	C: 2%	D: -1%	E: 31%[activator]	F: -3%	G: -8%[59 µM]	H: 2%	I: 8%

COc1ccc(C2NC(=S)NC3=C2CCc2cc(OC)ccc23)cc1 (stereo not drawn)
  A: -13%	B: -5%	C: -12%	D: 3%	E: -19%[58.9 µM]	F: -1%	G: 40µM*	H: -6%	I: ?

CCCC(C)NS(=O)(=O)c1ccccc1 (stereo not drawn)
  A: -6%	B: 3%	C: -1%	D: 35%	E: 15%	F: ?	G: -1%	H: -3%	I: 12%

C=CCSc1nnc(NC(=O)c2cccc(S(=O)(=O)N(C)c3ccccc3)c2)s1
  A: -18%	B: -2%	C: 0%	D: 11%	E: ?	F: -7%	G: -41%[59 µM]	H: -4%	I: -1%

C/C(=N/n1cnnc1)c1cccnc1
  A: 3%	B: 4%	C: -4%	D: 14%	E: 9%	F: -4%	G: -45%[12.7 µM]	H: -16%	I: ?

Cc1cccc(OCC(=O)Nc2ccccc2C(=O)N2CCOCC2)c1
  A: -7%	B: 2%	C: -2%	D: -3%	E: 13%	F: -17%	G: -7%[59 µM]	H: 0%	I: -2%

O=C(N/N=C/c1c[nH]c2ccccc12)c1ccccc1
  A: -19%	B: 9%	C: -3%	D: -28%	E: 4%	F: -2%	G: 24%	H: -3%	I: -15%

COc1ccc(CCNC(=O)COC(=O)CCC(=O)c2ccc(F)cc2)cc1
  A: -12%	B: ?	C: 0%	D: 11%	E: 33%[activator]	F: -4%	G: 12%	H: -2%	I: /

COc1cc2nc(SCc3ccc(Cl)cc3Cl)n(Cc3cccs3)c(=N)c2cc1OC
  A: -18%	B: 9%	C: -10%	D: 7%	E: 17%	F: -8%	G: /	H: 1%	I: -6%

CCCCN(C(=O)c1cc(=O)[nH]c2ccccc12)c1c(N)n(CCCC)c(=O)[nH]c1=O
  A: -11%	B: -3%	C: 0%	D: 41%	E: 14%	F: -9%	G: /	H: -10%	I: 7%

COc1ccc(Sc2nc(-c3ccccc3)ncc2C(=O)O)cc1
  A: -23%	B: 4%	C: 1%	D: -19%	E: 40%[activator]	F: -7%	G: ?	H: -3%	I: -15%

CCOC(=O)c1cc(=O)[nH]c2ccccc12
  A: -5%	B: 0%	C: -3%	D: 13%	E: 34%	F: 2%	G: 9%	H: 3%	I: -15%

COC(=O)c1c(C)noc1-c1ccc(Cl)cc1
  A: -23%	B: 3%	C: -3%	D: 5%	E: 10%	F: -8%	G: 64%[activator]	H: -8%	I: 25%

CCCn1c(N)c(C(=O)CN(C)CC(=O)Nc2ccccc2C(F)(F)F)c(=O)[nH]c1=O
  A: -15%	B: 1%	C: /	D: /	E: 28%	F: /	G: -4%[2.33 µM]	H: -1%	I: 1%

Cc1ccc(-n2ncc(C(=O)N3CCC(c4ccccc4)C3)c2C2CCN(C(=O)OC(C)(C)C)CC2)cc1 (stereo not drawn)
  A: -7%	B: /	C: -11%	D: 5%	E: -21%	F: -2%	G: -38%[59 µM]	H: 0%	I: -5%[57.1 µM]

Complete entries from above. Order of screens: POLH inh | APE1 inh | BLM inh | POLB inh | POLI inh | Apoferritin bind | G9a block | Pol kappa inh | BAZ2B inh
CCC(C)NC(=O)CSc1n[nH]c(-c2cc(Cl)ccc2OC)n1 (stereo not drawn) is listed as -14% | 14% | -8% | ? | 97%[activator] | -6% | 6% | -7% | 8%
O=C(N/N=C/c1c[nH]c2ccccc12)c1ccccc1 is listed as -19% | 9% | -3% | -28% | 4% | -2% | 24% | -3% | -15%

Compound activity: PubChem, National Center for Advancing Translational Sciences (NCATS)
